# CHT PAM: CHT positive allosteric modulators, primary screen, cell-based, membrane potential dye, choline EC20; High affinity choline transporter 1 (Homo sapiens), Q9GZV3; CHT-expressing cells; stronger effect = higher value; LV-AA mutant CHT in HEK293 cells; B-score at 10 µM; hit rate 0.49% among 310,000; AID 488977, 2010;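 active means initial fluorescence not abnormally high and integrated response B-score, plate-corrected, over 3 SD above library mean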
# Target sequence (Q9GZV3 whole entry, looked up): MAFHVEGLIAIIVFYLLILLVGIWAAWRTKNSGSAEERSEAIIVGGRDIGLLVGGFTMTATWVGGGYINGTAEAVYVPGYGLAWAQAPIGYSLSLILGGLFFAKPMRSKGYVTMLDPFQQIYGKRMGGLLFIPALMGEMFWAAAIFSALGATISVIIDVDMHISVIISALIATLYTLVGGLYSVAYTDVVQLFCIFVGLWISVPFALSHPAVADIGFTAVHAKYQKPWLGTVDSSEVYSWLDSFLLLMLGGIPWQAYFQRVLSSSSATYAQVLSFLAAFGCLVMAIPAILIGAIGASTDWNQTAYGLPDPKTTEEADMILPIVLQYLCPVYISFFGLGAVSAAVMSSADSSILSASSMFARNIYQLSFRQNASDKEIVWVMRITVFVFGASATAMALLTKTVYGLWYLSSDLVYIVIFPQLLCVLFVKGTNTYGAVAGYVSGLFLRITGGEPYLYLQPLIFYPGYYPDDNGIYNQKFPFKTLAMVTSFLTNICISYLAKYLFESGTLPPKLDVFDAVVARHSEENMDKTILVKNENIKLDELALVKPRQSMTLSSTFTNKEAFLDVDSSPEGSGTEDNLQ
# OX1R antagonist: OX1R (HCRTR1) antagonists, primary screen, fluorescence, CHO/OX1R cells, Fluo-8 calcium, orexin A. Fluo-8 calcium fluorescence. inhibition, % at 5 µM. hit rate 0.43% among 330,000;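 active means inhibition above its plate's threshold, mean inhibition of all tested compounds on the plate plus 3 SD, cut at about 37% in these data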;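 further: 0% = orexin A challenge wells and 100% = SB-334867-A antagonist wells; not every result past the cut was called active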
# Target sequence (O43613 whole entry, looked up): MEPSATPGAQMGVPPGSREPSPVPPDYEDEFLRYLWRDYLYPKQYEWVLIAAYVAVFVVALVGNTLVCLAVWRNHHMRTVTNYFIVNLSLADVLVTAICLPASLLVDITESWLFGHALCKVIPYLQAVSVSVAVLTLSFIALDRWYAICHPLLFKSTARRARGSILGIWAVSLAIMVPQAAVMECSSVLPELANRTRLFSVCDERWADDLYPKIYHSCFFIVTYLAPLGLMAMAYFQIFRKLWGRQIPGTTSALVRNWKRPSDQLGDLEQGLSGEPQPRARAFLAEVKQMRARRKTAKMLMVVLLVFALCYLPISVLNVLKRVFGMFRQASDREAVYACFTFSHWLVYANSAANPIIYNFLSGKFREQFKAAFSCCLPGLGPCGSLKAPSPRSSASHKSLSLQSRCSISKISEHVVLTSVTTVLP
# Starred values were filed as active, the others as inactive; i = inactive; · = not tested or not shown.
cpd	compound	CHT PAM	OX1R antagonist
1	COc1ccc(C(=O)NC(C)c2nnc(SCC(=O)NC3CCCC3)n2C)cc1 (stereo not given)	i	-7.5
2	CCN(CC)S(=O)(=O)c1ccc(N2CCCC2)c(NC(=O)C2CCCCC2)c1	i	-33.6
3	CSCCC(NS(=O)(=O)c1ccc2[nH]c(=O)c(=O)[nH]c2c1)C(=O)O (stereo not given)	i	-1.5
4	CN1/C(=C\C(=O)COC(=O)c2ccc([N+](=O)[O-])o2)C(C)(C)c2ccccc21	i	-11.7
5	O=C(CCSCCc1ccccn1)Nc1c(F)c(F)c(F)c(F)c1F	i	11.0
6	CCOC(=O)c1cnc2c(C(=O)OC)cccc2c1NCc1cccnc1	i	-4.1
7	COCCN(CC(=O)Nc1cccc(C)c1C)C(=O)c1cc(-c2ccncc2)nc2ccccc12	·	-38.0
8	Cc1nnc(SCCn2c(N3CCN(C)CC3)nc3c2c(=O)[nH]c(=O)n3C)s1	6.87*	-9.3
9	COc1cccc(NC(=O)c2ccc(Cn3cc([N+](=O)[O-])cn3)o2)c1	i	-26.0
10	O=C(CCC(=O)OCC(=O)c1ccc(Cl)cc1)NC1CCCCC1	i	-8.3
11	Cc1ccc(Cl)cc1N1CCN(C(=O)CCS(=O)(=O)c2cccc3nonc23)CC1	i	-15.5
12	Nc1c(N(Cc2ccco2)C(=O)COc2ccccc2F)c(=O)[nH]c(=O)n1Cc1ccccc1	·	-8.6
13	COc1ccc(CCN2C(=O)CN(Cc3ccccc3)CC2=O)cc1OC	i	-32.2
14	Cc1ccc(C)c(CSc2nnc(-c3cccnc3)o2)c1	i	-4.7
15	CC(C)Cc1cc(C(=O)N(C)C2CCCN(Cc3ccccc3F)C2)n(C)n1 (stereo not given)	i	-21.3
16	O=[N+]([O-])c1ccc(N2CCCCC2)s1	i	-4.4
17	Cc1cc(=O)oc(C)c1C(=O)Nc1ccccc1F	i	-4.7
18	O=C(CCCn1cnc([N+](=O)[O-])n1)Nc1ccc(Cl)cc1Cl	i	2.1
19	Cn1cccc1C1(C(F)(F)F)NCCNC1=O (stereo not given)	i	0.0
20	Cc1ccc(S(=O)(=O)N(CC(=O)Nc2ccccc2C(=O)O)c2ccccc2)cc1	i	-5.1
21	Cc1ccc(C2=NOC(=O)/C2=C\c2ccccc2)cc1	i	-8.8
22	CC1C(=O)N2CCCc3cc(S(=O)(=O)Nc4ccccc4C(N)=O)cc1c32 (stereo not given)	i	9.0
23	CC1(C)CC2CC(C)(CN2CC(=O)C(C#N)c2ccccc2)C1 (stereo not given)	i	-18.7
24	O=C(COC(=O)c1ccc2c(c1)S(=O)(=O)c1ccccc1C2=O)NC1CC1	i	-20.5
25	O=C(CNC(=O)C1CCCCC1)OCc1cc(=O)oc2ccc3ccccc3c12	i	-12.5
26	N/C(Cc1nc(-c2ccc(Br)cc2)cs1)=N\O	i	-8.3
27	CCOc1ccccc1C1CC(c2cccs2)=NN1S(C)(=O)=O (stereo not given)	i	-18.3
28	O=c1ccc(NS(=O)(=O)c2ccccc2)cn1Cc1ccc(Cl)c(Cl)c1	i	-8.0
29	CC(C)(C)c1cc(C(=O)N/N=C/c2ccc([N+](=O)[O-])s2)n[nH]1	i	10.8
30	Cc1ccc(C(OCC(C)(C)C[N+](C)(C)C)c2ccccc2)cc1 (stereo not given)	i	-11.7
31	COc1ccc(-c2cc(C(=O)NNC(=O)c3csc(N4CCOCC4)n3)c3ccccc3n2)cc1	i	-16.9
32	CCNc1ccc2noc3c2c1C(=O)c1ccccc1-3	i	103.1*
33	CCCCC(=O)Nc1nnc(-c2ccco2)o1	i	-4.2
34	Cc1ccc(C2=NOC(c3nnc(-c4ccccc4)o3)C2)cc1 (stereo not given)	i	-5.5
35	Cc1ccc(Sc2c(C)nn(C(=O)CNS(=O)(=O)c3ccc(F)cc3)c2C)cc1	i	-0.3
36	COc1ccccc1NS(=O)(=O)c1cccc(NC(=O)c2nn(C)c(=O)c3ccccc23)c1	·	9.6
37	COc1ccccc1NC1=C(Cl)C(=O)N(C2CCCCC2)C1=O	i	-39.3
38	COc1ccc(-c2noc(CCC(=O)NCc3ccco3)n2)cc1	i	-14.5
39	O=C1C=CN2CCOCC2C1 (stereo not given)	·	1.1
40	c1ccc(C2=Nc3ccccc3SC2c2nc3ccccc3[nH]2)cc1 (stereo not given)	i	-13.5
41	COC(=O)[C@]1(C)N[C@H](CN(C)C(=O)C2CCCCC2)[C@@H]2C(=O)N(Cc3ccccc3)C(=O)[C@@H]21	·	-27.4
42	CCOC(=O)N1CCN(S(=O)(=O)N2CCCC(C(=O)NC(C)c3ccccc3)C2)CC1 (stereo not given)	i	-19.5
43	COC(=O)C1(C)NC(c2ccccc2OC)C2C(=O)N(c3ccccc3)C(=O)C21 (stereo not given)	i	-12.7
44	c1ccc(C[C@H]2CN=C(Nc3ccccc3)N2CC2CCCCC2)cc1	·	-19.5
45	CCC1(CC)Cc2ccccc2-c2nc(CN3CCOCC3)[nH]c(=O)c21	i	-21.7
46	CN(CC(=O)Nc1ccc(F)c(F)c1F)C(=O)c1n[nH]c(=O)c2ccccc12	·	-30.5
47	O=S(=O)(Nc1ccc(F)cc1)c1ccc(S(=O)(=O)N2CCOCC2)cc1	·	18.6
48	CC(C)Nc1nc(N(c2ccccc2)c2ccccc2)nc(-n2ccnc2)n1	i	-11.9

# Entries of single compounds, looked up by structure. Order of values: CHT PAM, OX1R antagonist
# Entry for `CCOC(=O)c1cnc2c(C(=O)OC)cccc2c1NCc1cccnc1` = i, -4.1
# Entry for `COc1ccccc1NS(=O)(=O)c1cccc(NC(=O)c2nn(C)c(=O)c3ccccc23)c1` = ·, 9.6

# More entries follow:
cpd	compound	CHT PAM	OX1R antagonist
49	Clc1ccc(OCCCCSc2ncccn2)cc1	i	-20.9
50	O=C(C1CCN(S(=O)(=O)c2cccc3cccnc23)CC1)N1CCCC1	i	-3.4
51	O=c1cc(CO)oc(C(Nc2ccccn2)c2ccsc2)c1O (stereo not given)	i	-16.5
52	COc1ccc(OCC(=O)N/N=C(\CCC(=O)O)c2cccs2)cc1	i	-8.6
53	CCC(=O)c1ccc(OCC(=O)N2CCN(c3ccccn3)CC2)cc1	i	-17.2
54	CC(=O)C1=C(C)NC(SCC(=O)c2ccccc2)=C(C#N)C1c1ccco1 (stereo not given)	i	-0.9
55	Cc1ccc(NC(=S)NNC(=O)CCn2cc(C)cn2)cc1	i	-20.7
56	C=CC[C@@H](Cc1ccc(F)cc1)C(=O)OC[C@@H]1CCCN1C(=O)[C@H](CC=C)CC(=O)NCCO	·	-8.3

# From compound 47 up to 53, as listed above:
cpd	compound	CHT PAM	OX1R antagonist
47	O=S(=O)(Nc1ccc(F)cc1)c1ccc(S(=O)(=O)N2CCOCC2)cc1	·	18.6
48	CC(C)Nc1nc(N(c2ccccc2)c2ccccc2)nc(-n2ccnc2)n1	i	-11.9
49	Clc1ccc(OCCCCSc2ncccn2)cc1	i	-20.9
50	O=C(C1CCN(S(=O)(=O)c2cccc3cccnc23)CC1)N1CCCC1	i	-3.4
51	O=c1cc(CO)oc(C(Nc2ccccn2)c2ccsc2)c1O (stereo not given)	i	-16.5
52	COc1ccc(OCC(=O)N/N=C(\CCC(=O)O)c2cccs2)cc1	i	-8.6
53	CCC(=O)c1ccc(OCC(=O)N2CCN(c3ccccn3)CC2)cc1	i	-17.2

# Later entries:
cpd	compound	CHT PAM	OX1R antagonist
57	CC1(C)Cc2nc3sc4c(=O)n(CC(=O)NCc5ccco5)cnc4c3cc2CO1	i	0.8
58	Cc1ccc2oc(C(=O)N(C)Cc3cnccn3)c(C)c2c1	i	-7.3
59	CCCCCC1CC(CC(=O)O)C(=O)O1 (stereo not given)	i	-21.1
60	COc1ccc(NC(=O)Cc2nnc(SCC(=O)NC3CCCCC3)n2C)cc1	i	-3.5
61	Cc1cccc(-c2cc(C(=O)Nc3sc(C)c(C)c3C(N)=O)c3ccccc3n2)c1	i	-21.0
62	O=c1c2c(nc3c(-c4ccccc4)c[nH]n13)CCC2	i	-7.2
63	COC(=O)c1ccc2c(=O)n(CC3CCCO3)c(SCC(=O)Nc3ccccc3Cl)nc2c1 (stereo not given)	i	-27.2
64	COc1ccccc1NS(=O)(=O)c1cccc(-n2c(O)c(C=Nc3ccccc3C(=O)O)c3ccccc3c2=O)c1	i	-13.8
65	CC(=O)c1ccc(N/C=C\C(=O)c2ccc(C)cc2)cc1	i	-20.0
66	Cc1ccc(/C=C/C(=O)NN2CCN(C)CC2)cc1	i	-9.3
67	CCCc1c(C(=O)N/N=C(\C)c2ccc(O)cc2)nnn1-c1nonc1N	i	-5.5
68	COc1ccc(C)cc1N(C)C(=O)Cc1c(C(=O)O)n(C)c2ccccc12	i	-2.2
69	CCOC(=O)c1[nH]c(C)c(C(=O)NCc2ccc(Cl)cc2)c1C	i	-11.9
70	COc1ccc(C(=O)NNC2=CC(=O)CC(C)(C)C2)cc1	i	-10.3
71	C=CCN1CCN(C(=O)CCCc2ccccc2)CC1	i	-8.9
72	CCn1cc(C(=O)Nc2sc(C)c(C)c2C(=O)OC)cn1	i	3.7
73	CC(Sc1nncn1C)C(=O)Nc1nnc(C(C)C)s1 (stereo not given)	i	5.7
74	CCc1ccccc1NS(=O)(=O)c1ccc2[nH]cc(C(=O)NCC3CCCO3)c(=O)c2c1 (stereo not given)	i	-3.1
75	S=c1nc[nH]c2c1cnn2Cc1ccccc1	i	·
76	COc1ccccc1Nc1nc2ccccc2n1C	i	-6.8
77	C[C@H]1COC(=O)[C@@H](Cc2ccc(F)cc2)C/C=C\C[C@H](CC(=O)N(CCO)Cc2ccccc2)C(=O)N1	·	-35.1
78	CN(C)c1ccc(C2Nc3ccccc3C(=O)N2CCN2CCNC2=O)cc1 (stereo not given)	i	-1.2
79	COc1ccccc1CNC(=O)COC(=O)c1ccc(NC(N)=O)cc1	i	-21.6
80	CCCCCCNC(=O)c1ncn[nH]1	i	-13.3
81	O=C(OCC(=O)N(C1CCCCC1)C1CCCCC1)c1ccc(O)cc1	i	-3.0
82	N#CCCOC1(C#CCN2CCCC2)CCCCC1	i	-13.6
83	O=C(Nc1ccc(Cl)cc1)Nc1ccc(Oc2cccnc2)nc1	i	7.8
84	CCOC(=O)Nc1ccc2c(c1)N(C(=O)CCN1CCN(C)CC1)c1ccccc1S2	i	-7.2
85	COc1ccc(-n2c(C)ccc2C)c([N+](=O)[O-])c1	i	-16.1
86	CC(C)Nc1nnc(SCC(=O)Nc2sccc2C#N)s1	·	8.3
87	CCc1ccccc1NC(=S)N(CCN1CCCCCC1)Cc1ccco1	i	-23.4
88	CCOC(=O)CSc1nc2c(sc(=S)n2-c2ccccc2OC)c(=O)n1-c1ccccc1OC	i	-25.6
89	CCN(C[C@H]1N[C@@](C)(C(=O)OC)[C@H]2C(=O)N(C)C(=O)[C@@H]12)C(=O)Nc1ccc(Cl)cc1	·	-12.7
90	Cc1ccc(OCC(=O)NCCCNC(=O)c2ccccn2)cc1C	i	-2.9
91	Cc1cccc(NC(=O)c2cccc(S(=O)(=O)N3CCCCC3)c2)c1	i	-22.7
92	CC(=O)Nc1ccc(NC2CCCCC2NS(=O)(=O)c2ccccc2)cc1 (stereo not given)	i	-8.9
93	COC(=O)c1ccc(NC(=S)NC2CC2)cc1	i	-9.8
94	CCOC(=O)C1(CCc2ccccc2)CCN(Cc2ccc(O)cc2)CC1	i	-19.7
95	O=S1(=O)CCC(N=Nc2c(O)n(Cc3ccccc3)c3ccccc23)C1 (stereo not given)	i	-22.6
96	Cc1noc(C)c1COC(=O)c1ccccc1NC(=O)Cc1ccccc1	i	-37.3
97	O=C1C(Cl)=C(N2CCCCC2)C(=O)N1c1ccccc1	i	-20.5
98	CCN(CC)S(=O)(=O)c1ccc(N2CCOCC2)c(NC(=O)Cc2ccccc2F)c1	i	-22.7
99	CC1=NNC(=O)C1CCC(=O)N/N=C\c1ccc(Cl)c(Cl)c1 (stereo not given)	i	0.4
100	CC(C)CN(C(=O)CN(C)CC(=O)Nc1ccc(Cl)c(C(F)(F)F)c1)c1c(N)n(CC(C)C)c(=O)[nH]c1=O	·	-12.2
101	COc1cc(OC)nc(Oc2ccccc2/C=N/O)n1	i	-1.2
102	C=CCNC(=O)CC12CC3CC(C1)CC(CC(=O)NCC=C)(C3)C2	i	-9.5
103	COC(=O)[C@H](Cc1ccccc1)NC(=O)O[C@H]1C(=O)c2ccc(OC)cc2O[C@@H]1c1ccc2c(c1)OCO2	i	2.7
104	O=C(COc1ccc(Cl)cc1Cl)N/N=C1\CCCc2ccccc21	i	-31.7
105	CC(NC(=O)CCC(=O)NCc1ccc(F)cc1)c1ccccc1 (stereo not given)	i	-2.5
106	O=C(NCc1cccs1)C1CCCN(c2nc3ccccc3o2)C1 (stereo not given)	i	-19.5
107	CCCN1CCN(C(=O)Cn2cccc2C(=O)c2ccccc2)CC1	i	-4.7
108	Cc1n[nH]c(C)c1CCN(C)Cc1cn(C)nc1-c1ccc2c(c1)OCCO2	i	-27.5
109	O=C1C(=O)N(CCCn2ccnc2)C(c2ccc(Cl)cc2)/C1=C(\O)c1ccc2c(c1)OCCO2 (stereo not given)	i	-7.7
110	CCn1c(COc2ccc(Cl)cc2)nnc1SCC(=O)Nc1ccc2c(c1)OCCO2	i	-14.9
111	Cc1ccccc1NC(=O)NCCCN1CCCC1=O	i	-4.9
112	Cc1c(NC(=O)COC(=O)c2cc3c4ccccc4n(C)c3s2)c(=O)n(-c2ccccc2)n1C	i	-31.1

# Following part
cpd	compound	CHT PAM	OX1R antagonist
113	COC(=O)c1ccc(CSc2nncn2C)cc1	i	-11.7
114	Cc1ccc(N(CC(=O)NC2CCCCCC2)S(=O)(=O)c2c(C)nn(C)c2C)cc1	i	-40.1
115	CC1CCCN(Cc2nc3c(c(=O)n(C)c(=O)n3C)n2CC(=O)c2ccccc2)C1 (stereo not given)	i	-29.0
116	Cc1ccc(/C=N/NS(=O)(=O)c2ccc([N+](=O)[O-])cc2)o1	i	-12.1
117	Cc1nc(C)c(CC(=O)N2CCc3c([nH]c4ccccc34)C2c2ccccn2)s1 (stereo not given)	i	2.9

# From PubChem BioAssay
